Bioassay records: PubChem BioAssay, National Center for Advancing Translational Sciences (NCATS)
Nrf2 inh: Nrf2 qHTS screen for inhibitors | A549 ARE-Fluc reporter, luciferase luminescence, 18-24 h | Potency, µM (series often up to 46 µM), for inactives: top-dose activity change, negative = inhibition, most hits filed as inhibitors | hit rate 2.1% among 360,000; also: potency is read from the fitted curve at half-maximal effect; % is scaled to controls: 0 for no effect and ±100 for the full control effect; nearly all actives have a fitted effect of over 60% in size
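A549 ARE_Fluc cells, 5000/well, 5% FBS OPTI-MEM; compounds in dose-response, 18-24 h at 37 °C/5% CO2; CellTiter-Fluor viability read (Ex 405/Em 525), then BugLite luciferase luminescence = Nrf2 activity.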
S2 tox: Viability Counterscreen for Primary qHTS for Inhibitors of ATXN expression | AID 651635, 2014 | S2 cells (HEK-293 line with an ATXN2-luciferase reporter) viability, CellTiter-Fluor protease fluorescence, 24 h | Potency, µM (titrated, usually from 56.7 µM), hits mostly cytotoxic | hit rate 0.49% among 400,000; also: potency is read from the fitted curve at half-maximal effect; nearly all actives have a fitted effect of over 40% in size
TGFb SMAD3 inh: qHTS for Inhibitors of TGF-b; HepG2 CAGA-GFP TGF-b/SMAD3 reporter, GFP fluorescence, 18 h; TGF-beta stimulated, 500 pg/mL final; Potency, µM (series often up to 46.1 µM), for inactives: at the top dose activity, negative = inhibition, hits mostly inhibitors; hit rate 1.2% among 410,000; also: potency is read from the fitted curve at half-maximal effect; % is scaled to controls: 0 for no effect and ±100 for the full control effect; nearly all actives have a fitted effect of over 65% in size
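Cell-based qHTS in HEPG2 carrying a CAGA-GFP Smad reporter; compounds added before 500 pg/mL final TGF-beta, 18 h incubation at 37 degrees C, GFP fluorescence quantified per cell by imaging cytometry.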
ATXN2 expr inh: Primary qHTS for Inhibitors of ATXN expression. hit rate 0.72% among 360,000. HEK-293 ATXN2-luciferase reporter, luminescence, 24 h. Potency, µM (top dose mostly 57 µM), for the others: top-dose activity change, negative = inhibition, usual class: inhibitors. AID 1745845, 2022; also: potency is read from the fitted curve at half-maximal effect; % is scaled to controls: 0 for no effect and ±100 for the full control effect; nearly all actives have a fitted effect of over 55% in size
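ATXN2-luciferase reporter cells (luciferase flanked by upstream and downstream ATXN2 gene portions) were treated 24 h at 37 °C with compounds at up to 57 uM. SteadyGlo luminescence gave expression; GF-AFC fluorescence gave viability.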
Nrf2 activator: qHTS of Nrf2 Activators; Potency, µM (titrated, usually from 46.1 µM), inactives show top-dose activation, most hits filed as activators; hit rate 0.31% among 410,000; AREc32 ARE-luciferase reporter (MCF7-derived line), luminescence, 24 h; also: potency is read from the fitted curve at half-maximal effect; % of control where 0% means no effect; nearly all actives have a fitted effect of over 65% in size
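Luminescent ARE reporter assay in AREc32_Fluc cells: overnight plating at 37 deg C, 24 hr compound incubation, Steady-Glo added, 30 min RT before reading.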
HepG2 tox: qHTS for Inhibitors of TGF-b: Cytotox Counterscreen; HepG2 CAGA-GFP viability, ATP luminescence, 18 h; Potency, µM (titrated, usually from 46.1 µM), inactives show at the highest dose activity change, negative = cytotoxicity, hits mostly cytotoxic; hit rate 0.76% among 410,000; AID 588856, 2011; also: potency is read from the fitted curve at half-maximal effect; some results filed as inactive show a strong effect at the top dose
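CellTiter-Glo luminescence gave cytotoxicity after 18 hours at 37 degrees C. The cells were HepG2 CAGA-GFP in 1% FBS DMEM, stimulated with 500 pg/mL TGF-beta after compound addition. %Activity was normalised to no-cell wells (complete cell-killing) and DMSO (no toxicity), and curves were fitted and classified.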
MCF10A rerep: A quantitative high throughput screen for small molecules that induce DNA re-replication in MCF 10a normal breast cells; MCF 10A DNA re-replication, Hoechst nuclear intensity, 48 h; Potency, µM (titrated, usually from 46.1 µM), without a hit: at the highest dose activity, positive = re-replication, most hits filed as activators; hit rate 2.9% among 350,000; AID 624296, 2012; also: potency is read from the fitted curve at half-maximal effect; % of control where 0% means no effect; nearly all actives have a fitted effect of over 50% in size
A549 viability: Nrf2 qHTS screen for inhibitors: counterscreen for cytotoxicity; A549 ARE-Fluc cells, CellTiter-Fluor viability, 18-24 h; Potency, µM (top dose mostly 46 µM), for the others: at the highest dose activity change, negative = cytotoxicity, usual class: inhibitors; hit rate 0.16% among 390,000; AID 504648, 2011; also: potency is read from the fitted curve at half-maximal effect; % is scaled to controls: 0 for no effect and ±100 for the full control effect
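A549 ARE-Fluc cells in 5% FBS OPTI-MEM, 5000 cells/well, rested 2 h then exposed to compounds in concentration-response for 18-24 h at 37 °C. Viability by CellTiter-Fluor fluorescence (Ex 405/Em 525) after 30 min; luciferase luminescence (BugLite, 15 min, RT) read afterwards.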
IL1B secr inh: qHTS for Inhibitors of Inflammasome Signaling: IL-1-beta AlphaLISA Primary Screen; THP-1 LPS/ATP IL-1B secretion, AlphaLISA, 16 h; stronger effect = lower value; activity change, % at 57.5 µM; hit rate 4.7% among 360,000; AID 743279, 2014; in the data active = activity change below about -50%; inconclusive = mostly about -30% to -49%; also: % is scaled to controls: 0 for no effect and ±100 for the full control effect
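Secreted IL-1B measured by AlphaLISA bead assay after 16 h compound exposure of THP-1 cells; compounds (final up to 57.5 uM) added 1 h before LPS (250 ng/mL) and ATP (1.25 mM) stimulation; lower signal means less secretion.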
Active calls of the source: *; i = inactive; ? = inconclusive; nt = not tested or not shown; [ ] = another dose, or the depositor's remark. Unless noted, calls follow the shape of the dose curve; as a rule, active = well fitted curve in the direction sought with a large enough effect; inconclusive = small, poorly fitted or top-dose-only effect, or another doubt; inactive = no such curve, though single readings can be large; an effect the other way counts as inactive or inconclusive.

SMILES | Nrf2 inh | S2 tox | TGFb SMAD3 inh | ATXN2 expr inh | Nrf2 activator | HepG2 tox | MCF10A rerep | A549 viability | IL1B secr inh
O=C(/C=C/c1ccccc1)CCN1CCCCC1 | 6% | ? | 11µM* | ? | ? | 20µM* | 6.5µM* | -9% | -90*
O=C(CCc1ccccc1)N1CCN(c2ccc([N+](=O)[O-])cc2)CC1 | ? | ? | ? | ? | 0.7% | -24% | 3% | ? | -13
COc1cc(C(=O)Nc2cc(C)ccc2C)ccc1OCc1c(C)noc1C | -25% | i | 0% | -8% | -0.8% | 0% | 1% | 0% | -23
CC(C)(C)CC(=O)NCC(c1ccc2c(c1)OCO2)N1CCOCC1 (stereo unspecified) | nt | i | -9% | -2% | -0.5% | -3% | nt | -1% | nt
Cc1ccc2[nH]c(=O)c3cc(C(=O)N(C)C4CCCCC4)sc3c2c1 | -24% | i | -7% | 4% | -0.2% | -3% | 2% | 2% | nt
COc1ccccc1NS(=O)(=O)c1cccc(-n2c(O)c(C=Nc3ccccc3C(=O)O)c3ccccc3c2=O)c1 | ? | 20µM* | ? | -19% | -0.8% | -20% | 18% | -16% | 34
O=C(NCc1nnc(SCC(=O)N2CCCc3ccccc32)o1)c1ccccc1F | -20% | i | -23% | -12% | -1.4% | -25% | -8% | 2% | 24
O=C(CSc1cn(CCNC(=O)c2cccc(C(F)(F)F)c2)c2ccccc12)Nc1ccc2c(c1)OCCO2 | 16µM* | nt | ? | 0% | -0.7% | -31% | nt | ? | nt
CC(C)(C)OC(=O)[C@H](Cc1ccccc1)NC(=O)c1ncn2c1c(=O)[nH]c1ccc(Br)cc12 | nt | i | 22% | -5% | 0.3% | 5% | nt | nt | 6
CN(C)c1ccc(C(CNS(=O)(=O)c2ccc(F)cc2)c2c[nH]c3ccccc23)cc1 (stereo unspecified) | -19% | i | ? | 17% | 3.4% | -87% | 21µM* | 8% | -64*
CC(C)(C)C(=O)NC1CC2CCCC(C1)N2C(=O)Nc1ccccc1F (stereo unspecified) | 12% | i | 0% | 0% | -0.5% | 11% | 5% | -3% | 14
COc1cc(NS(=O)(=O)c2ccc(OC)c(OC)c2)cc(OC)c1 | -17% | i | -16% | 2% | -0.8% | -9% | -6% | 2% | -4
[O-][n+]1onc2c1CCc1[nH]c(-c3ccccc3)nc1-2 | 8% | ? | 0% | 14% | ? | -14% | 5% | -8% | -66*
Cn1nc(C(F)(F)F)c(-c2ccc(F)cc2)c1NC(=O)c1ccco1 | -19% | i | 8% | -5% | 0.5% | -9% | -2% | -10% | 21
c1ccc(-c2cc(N3CCCCC3)nc(-c3ccccc3)n2)cc1 | 16% | i | -20% | -13% | -0.7% | -14% | -3% | 0% | -8
CCCCOc1ccc(C(=O)N/C(=C/C=C/c2ccccc2)C(=O)NCCO)cc1 | -2% | i | ? | 2% | 1.3% | -2% | ? | 1% | -53*
O=C(Nc1ccc(OCc2ccccc2)cc1)c1cccnc1 | 11% | i | 1% | 21% | 0.3% | -5% | 2% | -2% | 26
Cc1ccc(C(=O)Oc2ccc([N+](=O)[O-])cc2)cc1S(=O)(=O)N1CCCCCC1 | 4% | ? | ? | 1% | 0.1% | 4% | ? | -5% | 29
CC(C)N(C(=O)CSc1nnc(Cc2ccc3c(c2)OCO3)n1C)C(C)C | -5% | ? | 7% | 1%[11.3 µM] | -0.2% | 10% | 0% | 0% | -15
CC(=O)N1CCOc2ccc(S(=O)(=O)N3C(C)CCCC3C)cc21 (stereo unspecified) | 3% | i | -1% | -8% | -0.3% | -7% | 5% | 0% | 1
CCOC(=O)C1CCN(C(=O)c2cc3cc4ccc(C)cc4nc3o2)CC1 | ? | i | 1% | -3% | -1.5% | 5% | -4% | 0% | 14
Cc1c(C(=O)O)sc(S(=O)(=O)N2CCN(C(=O)Cc3ccc(Cl)cc3)CC2)c1C(=O)O | -10% | i | -18% | 17% | -0.6% | 4% | -6% | -2% | 8
CC(C)C(=O)Nc1cccc(S(=O)(=O)NC2=NCCC2)c1 | nt | i | 12% | nt | -1.4% | -6% | nt | nt | 0
CCOc1cc(/C=C(\C#N)C(=O)Nc2ccc(OC)cc2)ccc1OCc1cc(=O)n2nc(CC)sc2n1 | ? | i | -23% | -15% | -0.2% | 1% | nt | 3% | nt
O=C(c1cc2nc(-c3ccc(F)cc3)cc(C(F)(F)F)n2n1)N1CCCCC1c1cccnc1 (stereo unspecified) | 4.6µM* | ? | ? | ? | 5.3% | -14% | ? | ? | -62*
CCN(CC(=O)Nc1ccccc1C(F)(F)F)CC(=O)c1[nH]c(C)c(C(C)=O)c1C | nt | ? | -16% | nt | 2.8% | -25% | nt | nt | 2
CN1CCc2c(OCC(=O)N3CCCc4ccccc43)cccc2C1=O | 9.2µM* | i | 2% | -11% | 2.5% | -14% | 9% | ? | 1
Cc1ccc(NC(=O)CN2CCN(c3ccccn3)CC2)cc1S(=O)(=O)N(C)C | -8% | i | 0% | -6% | 2.6% | -2% | 9% | -1% | 5
O=C(Nc1ccccn1)[C@@H]1CCC(=O)N1C(=O)OCc1ccccc1 | -4% | i | 1% | -2% | 0.4% | 7% | -5% | -3% | 1
Cc1cc2n(n1)SC(Nc1ccc(F)c(Cl)c1)N2 (stereo unspecified) | 2% | i | ? | 44%[activator] | 14% | -57% | 1% | -29% | -20
CCOC(=O)N1CCN(c2c(NCc3cccs3)c(=O)c2=O)CC1 | 8% | i | -20% | -15% | -2.4% | -11% | 18µM* | -6% | 35
CS(=O)(=O)Nc1ccccc1C(=O)Nc1ccc2c(c1)OCCO2 | 22% | i | -28% | 6% | 2.9% | 4% | 993%[0.0737 µM] | -3% | 15
COc1ccc(-c2noc(CNC(=O)c3ccoc3C)n2)cc1OC | -11% | i | 9% | -17% | 0.2% | 13% | 3% | -4% | 20
CCOc1cc(N2CCOCC2)c(OCC)cc1NC(=O)COc1ccccc1[N+](=O)[O-] | 3% | i | 0% | -14% | -0.8% | -14% | 26% | 5% | -80*
Cc1ccc(S(=O)(=O)/N=C(/Nc2ccc3[nH]c(=O)[nH]c3c2)c2ccccc2)cc1 | 2% | i | 10% | nt | 0.4% | 7% | -3% | 7% | 0
CCn1c(SCC(=O)N2CCOCC2)nc2ccccc21 | 1% | i | -4% | 9% | 0.0% | 19% | -34%[inhibitor] | 5% | -9
O=C(CSCc1ccccc1)NCCCN1CCOCC1 | -2% | i | -13% | -1% | -0.3% | 1% | 13% | 5% | 0
O=C(NC1CCCCC1)c1cc2ccccc2cc1O | 2% | i | ? | 53%[activator] | 2.3% | -14% | -2% | -8% | -3
O=C(c1cccnc1)N1CCN(c2ccc(Cl)cc2)CC1 | -1% | i | 0% | -12% | -0.2% | -19% | 5% | -4% | -2
CC(C)NS(=O)(=O)c1ccc(NC(=O)NC2CCCCC2)cc1 | 9% | i | ? | 5% | 3.8% | -2% | 3% | 10% | -9
CN(Cc1ccccc1)c1nc2c(c(=O)[nH]c(=O)n2C)n1CCCc1ccccc1 | ? | i | ? | -16% | 0.4% | -41% | -12% | ? | -54*
O=C(Nc1ccc2c(c1)C(=O)NC2=O)c1ccc(Cl)s1 | 10% | i | 3% | -6% | 0.4% | -7% | 13% | -2% | -1
Cc1c(NC(=S)/C=C2\N(C)c3ccccc3C2(C)C)c(=O)n(-c2ccccc2)n1C | -15% | ? | 6% | -6% | -0.1% | -12% | 2% | -29% | -7
CCCCN1C(N)=NC[C@@H]1Cc1ccc(O)cc1 | 7% | i | -22% | 7% | -0.4% | 3% | 15% | -1% | 54
Cc1cc(Nc2ccc(F)cc2)c2ccccc2n1 | nt | i | 2% | nt | 0.1% | -16% | nt | nt | 1
CCc1ccc(NC(=O)CN2C(=O)C3CCCN3c3ccc(S(=O)(=O)N(CC)CC)cc32)cc1 (stereo unspecified) | 14% | nt | ? | nt | 5.5% | -46% | nt | 4% | nt
COc1cc(OC)cc(C(=O)NCCOC23CC4CC(CC(C4)C2)C3)c1 | -11% | i | ? | -9% | 2.1% | -5% | ? | 6% | ?
N#CC(c1cccc([N+](=O)[O-])c1)C(CC(=O)c1ccccc1)c1ccccc1 (stereo unspecified) | nt | i | 2% | nt | -1.0% | -3% | nt | nt | -6
CC(C)CNS(=O)(=O)c1ccccc1C(=O)N1CCCCC1 | 17% | i | 5% | 5% | 0.1% | -6% | 1% | -17% | -3
CCCNC(=O)CN(C)C(=O)c1n[nH]c2ccccc12 | 1% | i | 2% | 5% | 0.3% | 0% | 76%[0.0737 µM] | 0% | -5
CN(C)CCNC(=O)c1ccc(COCC(F)(F)F)cc1 | 11% | i | 15% | 4% | 0.1% | 9% | 7% | 4% | 13
CCOC(=O)C(Cc1ccc(NC(=O)/C(=C/c2ccccc2)NC(=O)c2ccccc2)cc1)N1C(=O)c2ccccc2C1=O (stereo unspecified) | 12% | i | -2% | -25% | -0.3% | -1% | ? | 1% | 26

Reprinted at random: two records from the list.
SMILES | Nrf2 inh | S2 tox | TGFb SMAD3 inh | ATXN2 expr inh | Nrf2 activator | HepG2 tox | MCF10A rerep | A549 viability | IL1B secr inh
CCOC(=O)C(Cc1ccc(NC(=O)/C(=C/c2ccccc2)NC(=O)c2ccccc2)cc1)N1C(=O)c2ccccc2C1=O (stereo unspecified) | 12% | i | -2% | -25% | -0.3% | -1% | ? | 1% | 26
CN(C)CCNC(=O)c1ccc(COCC(F)(F)F)cc1 | 11% | i | 15% | 4% | 0.1% | 9% | 7% | 4% | 13
